B2AR arrestin: agonists driving beta-arrestin recruitment to human beta2-adrenergic receptor; actives 0.02% (n = 330,000); P07550; Potency, µM (doses to about 46.1 µM), inactives show top-dose activation, most hits filed as activators; beta-arrestin recruitment to beta2AR, cell-based reporter; AID 492947;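 note: potency is the fitted concentration of half-maximal effect; 0% = DMSO controls and full agonism = EC100 isoproterenol or metaproterenol; nearly all actives have a fitted effect of over 65% in size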
Target sequence (P07550 whole entry, looked up): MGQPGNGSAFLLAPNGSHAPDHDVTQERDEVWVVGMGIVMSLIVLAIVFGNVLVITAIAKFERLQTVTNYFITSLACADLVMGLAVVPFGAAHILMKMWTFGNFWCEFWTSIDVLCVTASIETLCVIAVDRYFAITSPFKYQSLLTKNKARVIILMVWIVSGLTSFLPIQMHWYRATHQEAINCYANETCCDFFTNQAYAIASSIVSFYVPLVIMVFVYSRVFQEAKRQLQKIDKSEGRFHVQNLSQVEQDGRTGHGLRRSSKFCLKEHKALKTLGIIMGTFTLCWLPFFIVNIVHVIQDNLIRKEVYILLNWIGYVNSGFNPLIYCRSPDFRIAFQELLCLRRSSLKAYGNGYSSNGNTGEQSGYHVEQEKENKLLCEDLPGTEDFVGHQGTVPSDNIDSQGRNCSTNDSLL
Giardia killer: kills Giardia lamblia | activity change, % at 7.66 µM, hits read low | Giardia lamblia trophozoite viability | actives 0.15% (n = 340,000); in the data active = activity change below about -80%; inconclusive = between about -30% and that limit;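 note: parasites exposed to compound for two days anaerobically before the ATP read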
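Luminescent ATP signal served as the viability read-out, measured 15-30 min after adding ATP detection reagent to trophozoites that had been incubated with compounds for 48 hrs at 37 deg C anaerobically at 100 cells/well.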
PKM2 act: increases activity of human pyruvate kinase M2; actives 0.34% (n = 260,000); P14618; purified PKM2, Kinase-Glo ATP luminescence, activation; response scale: 0% is enzyme alone, no compound; Potency, µM (highest dose often 57.5 µM), without a hit: top-dose activation, hits mostly activators; note: potency is the fitted concentration of half-maximal effect; nearly all actives have a fitted effect of over 55% in size
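ATP formation by purified human PK-M2, quantified via coupled luciferase luminescence after 1 h at room temperature with 0.1 mM ADP and 0.5 mM PEP final.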
KCNH2 WT inh: blocks the wildtype human KCNH2 potassium channel; actives 0.37% (n = 340,000); U2OS, BacMam KCNH2, thallium flux FluxOr; hits give low values; activity change, % at 1.84 µM; Q12809;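 active = maximum activity change below -70%; inconclusive = maximum activity change between -70% and -50%; inactive = maximum activity change above -50%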
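U2OS cells transduced with wild-type KCNH2 virus are loaded with FluxOr dye for 45 min, and thallium flux is measured in kinetic reads before and after stimulation buffer. Rate constants are normalized to DMSO controls.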
USP2a block: USP2a (human) protease inhibition | AID 463254 | USP2 core, Ub-CHOP2 coupled fluorogenic reporter, 485/531 | O75604 | actives 0.01% (n = 330,000) | Potency, µM (doses to about 38.3 µM), inactives show top-dose activity change, negative = inhibition, most hits filed as inhibitors;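 note: potency is the fitted concentration of half-maximal effect; plate controls were DMSO wells for no effect and full inhibition by NEM control for full effect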
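Cell-free coupled assay: 10nM USP2 core preincubated 30min RT with compound in Tris-HCl pH 8.0/CaCl2/CHAPS buffer, then 25nM Ub-CHOP2 and 25nM reporter substrate; fluorescence (Ex 485/Em 531) read after 60min RT, normalized to NEM inhibition, concentration-response curves fitted.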
Chronic BCR inh: inhibitors of chronic active B-cell receptor signaling; ABC-DLBCL IkBa-CBG/CBR reporter, luminescence ratio, 4 h; Potency, µM (highest dose often 46.1 µM), inactives show top-dose ratio change, negative = lower green/red ratio, usual class: inhibitors; actives 0.05% (n = 340,000); AID 493014; active = well fitted inhibition curve with a large enough effect in the signal ratio, with a control signal flat, not every such curve was filed as active; inconclusive = small, poorly fitted or top-dose-only effect, or effect the other way, or a change in a side signal; the % refers to the signal ratio;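 note: potency is the fitted concentration of half-maximal effect; plate controls were basal doxycycline-induced cells for no effect and cells given 10 µM MG132 for full effect; MG132 reads +100%, hits lower the ratio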
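Doxycycline induced both beetle luciferases in TMD8 lymphoma cells; IKK-driven degradation limits the IkappaBalpha-fused green signal, while red luminescence normalises for cell number and nonspecific effects. Compounds tested up to 46 uM, 4 hrs.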
KCNH2 3.1 block: inhibitors of human KCNH2 3.1 potassium channel isoform | U2OS KCNH2 3.1, thallium flux FluxOr; hits give low values | activity change, % (tested at about 1.8 µM) | actives 0.95% (n = 340,000);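 active = maximum activity change below -70%; inconclusive = maximum activity change from -70% to -50%; inactive = maximum activity change above -50%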;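 note: thallium influx rate constant from kinetic fluorescence after stimulation buffer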
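We transduce U2OS cells with the mutant 3.1 virus, culture them overnight, load FluxOr with Red40 quencher for 45 min, then add stimulation buffer and read kinetically for 2 min to derive a normalized rate constant.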
GALK inhibitor: galactokinase (human) inhibition; P51570; Purified GALK, Kinase-Glo residual ATP luminescence; Potency, µM (titrated, usually from 57.5 µM), for inactives: at the highest dose activity change, negative = inhibition, most hits filed as inhibitors; actives 0.007% (n = 270,000); note: potency is the fitted concentration of half-maximal effect
Target sequence (P51570 whole entry, looked up): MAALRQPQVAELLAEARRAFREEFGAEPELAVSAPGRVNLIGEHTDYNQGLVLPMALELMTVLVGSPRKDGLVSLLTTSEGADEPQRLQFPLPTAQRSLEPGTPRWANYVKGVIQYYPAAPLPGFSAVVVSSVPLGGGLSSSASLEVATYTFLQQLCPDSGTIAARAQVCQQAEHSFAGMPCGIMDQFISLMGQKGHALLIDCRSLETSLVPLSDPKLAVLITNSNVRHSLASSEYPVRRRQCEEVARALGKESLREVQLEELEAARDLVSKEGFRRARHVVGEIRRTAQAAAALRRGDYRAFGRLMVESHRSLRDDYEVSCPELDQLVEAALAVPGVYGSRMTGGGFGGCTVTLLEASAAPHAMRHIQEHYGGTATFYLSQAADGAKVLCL
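Human GALK (5 nM) with 35 uM ATP and 100 uM galactose in 20 mM HEPES pH 8.0, 5 mM MgCl2, 60 mM NaCl, 1 mM DTT, 0.01% BSA. After 1 h at room temperature, leftover ATP was read by Kinase-Glo Plus luminescence.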
Eya2 inh: inhibitors of human Eya2 phosphatase activity | O00167 | recombinant Eya2, OMFP fluorescence dephosphorylation (OMFP is methylfluorescein phosphate) | Potency, µM (highest dose often 76.9 µM), inactives show at the top dose activity, negative = inhibition, most hits filed as inhibitors | actives 0.006% (n = 330,000) | AID 488837; note: potency is the fitted concentration of half-maximal effect
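Eya2 (0.2 uM) preincubated 10 min at ambient with compound, then OMFP substrate added at 50 uM; 10 min reaction in 50 mM HEPES pH 7.5, 50 mM NaCl, 5 uM MgCl2, 0.05% BSA, 1 mM DTT. Fluorescence read at Ex 485/Em 525 nm.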
FBPA coupling cs: coupling enzyme interference in Giardia aldolase counter-screen. actives 0.67% (n = 290,000). coupling enzyme system counterscreen, AmpLite Red fluorescence. AID 2472. activity change, negative = inhibition, % at 58.2 µM, hits read low; in the data active = activity change below about -30%
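Counterscreen lacking aldolase: glyceraldehyde-3-phosphate coupling-enzyme reagent preincubated 10 min at RT with compound (at 57.5 uM final), then substrate/coupling system with AmpLite Red added; fluorescence read at 525/598 nm after 20 min RT.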
uPA generation: inhibitors of cell surface uPA generation. AID 540303. cell surface uPA generation assay, qHTS. Potency, µM (series often up to 38.3 µM), for inactives: top-dose activity change, negative = inhibition, usual class: inhibitors. actives 0.31% (n = 330,000); active = well fitted inhibition curve with a large enough effect; inconclusive = small, poorly fitted or top-dose-only effect; inactive = no such curve, though single readings can be large or run the other way; tested in mouse RAW 264.7 cells; note: potency is the fitted concentration of half-maximal effect; nearly all actives have a fitted effect of over 55% in size
* hit, by the source's call; ? = inconclusive; nt = no result given; [ ] = dose if it differs, or a comment. Unless noted, calls come from the whole dose curve; as a rule, active = well fitted curve in the direction sought with a large enough effect; inconclusive = small, poorly fitted or top-dose-only effect, or another doubt; inactive = no such curve, though single readings can be large; an effect the other way counts as inactive or inconclusive. Unless noted, % is set by controls: 0 for no effect and ±100 for the full control effect. Random draw from the library; overall some 2.4% were active at least once.

SMILES	B2AR arrestin	Giardia killer	PKM2 act	KCNH2 WT inh	USP2a block	Chronic BCR inh	KCNH2 3.1 block	GALK inhibitor	Eya2 inh	FBPA coupling cs	uPA generation
COc1cccc(NC(=O)Cn2c(=O)n(-c3ccccc3)c(=O)c3sccc32)c1	-0.6%	1	-2%	32	1%	-13%	29	0%	8%	-3	-2%
O=S(=O)(Nc1cccc2cn[nH]c12)c1ccc(F)cc1	-0.1%	-1	-5%	5	-2%	-19%	-10	0%	-11%	-1	1%
Cn1cnnc1SCC(=O)N1CCC(Cc2ccccc2)CC1	-0.3%	-4	0%	6	0%	0%	6	15%	-3%	2	-4%
Cn1c(=O)c2c(nc(SCC(=O)O)n2Cc2cccc(C(F)(F)F)c2)n(C)c1=O	-0.2%	-11	8%	0	-2%	1%	-11	-4%	2%	7	0%
Cc1ccccc1-c1nc(CS(=O)(=O)CC(=O)NCCCN2CCCC2)c(C)o1	0.7%	4	7%	1	2%	10%	3	2%	8%	1	9%
O=S(=O)(c1ccc(Nc2ccc(-c3ccc4c(c3)OCCO4)nn2)cc1)N1CCCC1	-0.4%	-21	-16%	-4	-13%	?	11	0%	-28%	-2	?
Cc1ccc(S(=O)(=O)N2CCCCC2)cc1NC(=O)CCNC(=O)c1ccc([N+](=O)[O-])cc1	0.0%	14	nt	-2	1%	2%	-1	nt	-10%	nt	-2%
O=C(O)c1ccccc1NCCO	-0.1%	-5	-11%	-8	2%	-5%	?	-1%	24%	0	nt
COC(=O)Cc1ccc(NC(=O)c2ccc(C(C)(C)C)cc2)cc1	0.0%	?	7%	-10	0%	-18%	12	4%	-18%	-1	-9%
CCn1c(SCC(=O)N2CCCC2)nnc1-c1ccco1	0.0%	8	2%	-2	2%	1%	20	0%	-2%	0	-3%
Cn1nnnc1Sc1ncnc2scc(-c3ccsc3)c12	-1.7%	?	nt	nt	1%	?	nt	nt	3%	nt	-27%
Cc1ccc2c(c1)C1CN(C)CCC1N2C(=O)COc1ccc(N(C)C(=O)c2ccccc2)cc1 (stereo unspecified)	0.2%	1	2%	-7	-8%	-3%	-5	-1%	-19%	-1	0%
Nc1nnnn1CC(=O)N/N=C/c1ccc(-c2cccc(Cl)c2)o1	0.0%	16	7%	-2	6%	8%	5	1%	12%	1	-1%
CS(=O)(=O)c1ccc(Cl)c(NC(=O)c2cccc(Br)c2)c1	0.4%	-8	-6%	-7	1%	3%	6	-2%	3%	-9	-8%
CCCCCN(C(=O)NC(=O)Nc1ccc(C)cc1C)S(C)(=O)=O	0.0%	27	-3%	6	2%	-1%	-24	1%	-9%	0	nt
CCCOc1ccc(C(CC(=O)O)NC(=O)C(c2ccccc2)c2ccccc2)cc1 (stereo unspecified)	0.0%	4	nt	4	4%	4%	-1	nt	3%	nt	0%
Cc1ccc(Sc2cc(C(=O)NCCN(C)C)c3ccccc3n2)cc1	-0.3%	-26	nt	6	-2%	0%	-96*	1%	1%	3	-5%
CC(C)(C)NS(=O)(=O)c1ccc(CCC(=O)NCc2ccccn2)cc1	0.3%	11	12%	-2	1%	0%	-5	-3%	-1%	3	8%
O=C(Nc1cccc(Cl)c1)N1CCOCC1	-0.9%	13	2%	-3	-1%	?	9	nt	8%	0	-7%
CC(Sc1nnc(-c2ccc(C(C)(C)C)cc2)n1C)C(N)=O (stereo unspecified)	0.2%	-13	-2%	-2	5%	-5%	-8	-4%	12%	-3	-3%
COc1cc(C(=O)N2CCN=C2c2ccccc2)cc(OC)c1OC	0.0%	1	-20%	1	-2%	-1%	3	1%	13%	2	4%
CN(C)c1nc2n(c(=O)n1)C(C#N)CS2 (stereo unspecified)	-0.8%	4	-21%	-12	1%	2%	5	-2%	7%	-2	nt
Cc1ccc2[nH]c(=O)c(C(c3nnnn3C(C)(C)C)N(Cc3ccco3)CC3CCCO3)cc2c1 (stereo unspecified)	0.5%	19	-3%	-21	0%	10%	0	0%	-7%	3	6%
CCN(CC)C(=O)[C@H]1C[C@H](CC(=O)NCc2cccc(C(F)(F)F)c2)C(=O)N2CCc3c([nH]c4cc(-c5ccco5)ccc34)[C@]12C	?	3	nt	-6	-23%	?	2	nt	2%	nt	?
O=C(NC1CCCC1)c1cnn2c(C(F)(F)F)cc(-c3ccc4c(c3)OCO4)nc12	-0.4%	-6	-8%	-14	-1%	-4%	-5	10%	-5%	0	2%
COC(=O)c1ccc(CN2CCN(CCCc3ccccc3)C(CCO)C2)cc1 (stereo unspecified)	-0.7%	-23	0%	1	0%	-19%	-48	-2%	2%	1	-1%
CCOC(=O)Cc1nc2ccccc2[nH]1	-0.4%	-7	1%	-15	-1%	?	-2	-3%	-2%	0	nt
CCOc1ccc(N2C(=O)/C(=C/c3ccccc3)N=C2SC)cc1	-0.1%	-22	0%	-1	2%	0%	-4	-2%	6%	0	9%
C=CCSc1nnc(NC(=O)CCNC(=O)c2ccco2)s1	-0.1%	-16	nt	5	-3%	-2%	5	5%	-12%	4	1%
Cc1nn(Cc2ccc([N+](=O)[O-])cc2)c(=O)n1-c1ccc(F)cc1	-0.2%	-16	4%	-3	-1%	-1%	-7	-2%	-28%	0	nt
COc1ccc2oc(C(=O)OCC(=O)NC(C)(C#N)C3CC3)c(C)c2c1 (stereo unspecified)	-0.4%	-6	nt	-2	1%	18%	1	nt	-10%	nt	10%
COc1ccc(N2CCN(c3ccc(NC(=O)NN)cc3)CC2)cc1	-0.9%	-7	2%	-8	1%	0%	6	7%	0%	0	1%
Brc1ccccc1OCCCCCN1CCCC1	-0.8%	nt	1%	nt	0%	-2%	nt	3%	0%	0	nt
COc1ccc(Cl)cc1NC(=O)CNCc1cccs1	0.4%	-8	nt	4	-2%	?	-13	-2%	8%	-4	-3%
O=C(c1ccco1)N1CCN(Cc2nnc(-c3ccccc3F)o2)CC1	4.2%	6	-6%	-8	1%	-14%	-8	2%	7%	4	2%
COc1cccc(CNS(=O)(=O)c2ccc3c(c2)NC(=O)CS3)c1	-0.1%	-10	nt	14	2%	3%	1	-4%	-6%	nt	12%
CC(=O)Cc1nsc(NC(=O)c2cccc(F)c2)n1	0.1%	-6	-4%	nt	1%	?	-12	-3%	-14%	-3	-6%
CCCc1nc2ccc(NC(=O)NCCC(=O)OCC)cc2c(=O)n1Cc1cccc(Cl)c1	0.3%	-19	5%	5	-3%	-8%	-1	0%	-16%	1	-7%
CC(=O)c1c(C)[nH]c(C(=O)NCc2ccco2)c1C	-0.3%	0	4%	8	2%	6%	-4	11%	-11%	1	4%
COc1ccc(/C=C2\Oc3cc(OCC(=O)N4CCC[C@H]4CO)ccc3C2=O)c(OC)c1	-0.7%	15	-5%	-2	15%	?	-2	nt	9%	-2	16%
O=C1CC(=O)CC(c2ccccc2Cl)C1	-0.3%	-15	-3%	-3	-9%	0%	10	-3%	-4%	0	2%
Cc1cc2c(c(=O)n1Cc1ccccc1)C1O[C@](CCCCN3C(=O)c4ccccc4C3=O)(Cc3ccccc31)O2	4.1%[9.22 µM]	nt	0%[11.5 µM]	nt	-1%[7.66 µM]	21%[9.22 µM]	nt	nt	10%[15.4 µM]	-1	nt
COC(=O)c1ccc(N2CCN(C)CC2)c(NC(=O)COc2ccc(OC)cc2)c1	0.9%	0	-8%	-2	-4%	4%	-34	1%	21%	-3	-2%
CC(C)CCNC(=O)CSc1nnc(-c2ccc(S(=O)(=O)N3CCCC3)cc2)n1C	-0.2%	0	2%	-3	2%	21%	5	0%	8%	-4	5%
COc1ccccc1NC(=O)C(=O)N/N=C/c1cccs1	-0.2%	13	-2%	6	5%	?	13	1%	-2%	1	-3%
CCOC(=O)c1c[nH]c2c(C(=O)c3ccccc3)cc(Cl)cc2c1=O	0.1%	-13	nt	-20	-1%	?	-1	-1%	2%	6	2%
CC1(C)C([N+](=O)[O-])C(c2ccc(F)cc2)NC(c2ccc(F)cc2)C1[N+](=O)[O-] (stereo unspecified)	-0.6%	2	5%	-4	-1%	12%	-9	0%	7%	1	45%[activator]
O=C(NCc1ccc2c(c1)OCO2)c1cccc(S(=O)(=O)N2CCOCC2)c1	-0.1%	12	-11%	-28	2%	?	5	1%	9%	0	nt
O=C(COC(=O)c1cnccn1)Nc1ncc(Cl)cc1Cl	0.0%	-3	nt	-7	-1%	-3%	-4	nt	-21%	nt	-1%
Cc1cccc(CSc2nnc(CCNC(=O)OC(C)(C)C)o2)c1	-1.6%	-1	5%	-14	0%	-16%	-4	-1%	12%	1	1%
Cc1ccc(S(=O)(=O)/N=C(\CN2CCOCC2)N2CCOCC2)cc1	-0.1%	-1	0%	4	0%	?	-7	0%	16%	0	-1%

Assay outcomes (PubChem BioAssay)
